D2 agonist – HTS Assay for Allosteric Agonists of the Human D2 Dopamine Receptor: Primary Screen for Agonists; D(2) dopamine receptor (Homo sapiens), P14416; HEK293 T-REx D2 cells, calcium flux agonist mode; activation, % at 2 µM; actives 0.53% (n = 340,000); AID 485358, 2010;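 active means activation over 3 SD above normal in the single-dose calcium agonist read, cut at about 30% in these data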; further: 0% is about no effect
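Agonism scored from kinetic calcium signal (1 read/sec, 180 s) following compound pin transfer, after a 10 s baseline. Cells: HEK293 Trex line expressing inducible D2 receptor coupled to calcium, dye-loaded after overnight culture at 30 C.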
TRHR ag – qHTS for Small Molecule Agonists and Allosteric Enhancers of Human TRH Receptor: Primary Screen for Agonists; Thyrotropin-releasing hormone receptor (Homo sapiens), P34981; TRHR cells, calcium flux fluo-8, FDSS agonist mode; activation, % at 2 µM; actives 0.18% (n = 360,000); AID 493084, 2011; further: 0% is about no effect
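Fluo-8-loaded TRHR cells; 10 s baseline, compound added, kinetic Ca2+ fluorescence read 1/s, agonist mode.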
TRHR PAM – qHTS for Small Molecule Agonists and Allosteric Enhancers of Human TRH Receptor: Primary Screen for Enhancers; TRHR cells, fluo-8 calcium fluorescence, EC20 TRH enhancement; enhancement, % at 2 µM; actives 0.66% (n = 360,000); in the data active means enhancement above about 30%; further: 0% is about no effect
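TRHR-expressing cells loaded with fluo-8 calcium dye were read kinetically (ex 480/em 530) during compound addition, then stimulated with an EC20 of TRH (10 nM final). Enhancement of the Gq-mediated intracellular calcium response was scored.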
D1 PAM – Potentiators of Human D1 Dopamine Receptor: qHTS; D(1A) dopamine receptor (Homo sapiens), P21728; HEK293 TREx D1 cells, calcium flux, dopamine EC20 potentiation; potentiation, % at 10 µM; actives 0.036% (n = 360,000); AID 504651, 2011; in the data active means potentiation above about 30%; further: 0% is about no effect
D2 potentiator – HTS Assay for Positive Allosteric Modulators of the Human D2 Dopamine Receptor: Primary Screen for Potentiators | HEK293 T-REx D2, calcium flux, EC20 dopamine potentiation | potentiation, % at 10 µM | actives 0.34% (n = 340,000) | AID 485347, 2010;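 active means potentiation over 3 SD above the plate norm, cut at about 30% in these data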; further: 0% is about no effect
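Potentiation of an EC20 dopamine calcium response measured kinetically over 180 s, after a preceding 180 s compound-only read flagging agonists. Cells: inducible Hek293 Trex D2 line, 4000/well, cultured overnight at 30 C before dye loading.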
D1 agonist – Allosteric Agonists of the Human D1 Dopamine Receptor: qHTS; D(1A) dopamine receptor (Homo sapiens), P21728; activation, % at 2 µM; actives 1% (n = 360,000); AID 504660, 2011; HEK293 T-REx D1 cells, calcium flux, agonist mode; further: 0% is about no effect
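Tetracycline-induced HEK293 TREx D1 cells, force-coupled to calcium signalling, were dye-loaded with a no-wash calcium kit. Compound was pin-added after a 10 s baseline. Fluorescence was read kinetically at 1 cycle/s for 180 s, with calcium rises flagged as agonism.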
D1 antagonist – Antagonist of Human D 1 Dopamine Receptor: qHTS. AID 504652, 2011. activity change, negative = inhibition, % at 10 µM. HEK293 TREx D1 cells, calcium flux, dopamine EC80; hits give low values. D(1A) dopamine receptor (Homo sapiens), P21728. actives 3.2% (n = 360,000); in the data active means activity change below about -30%; further: on the % scale 0 is the no-effect control and ±100 the full control effect
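HEK293 T-REx cells expressing inducible, force-coupled D1 receptor; no-wash Ca dye, 30–90 min RT. Cmpd → 180 s read at 1 Hz → EC80 DA → 180 s read.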
RXFP1 antagonist – qHTS Assay for Antagonists of the Relaxin Receptor RXFP1 | actives 0.59% (n = 350,000) | activity change, negative = inhibition, % at 57.5 µM | HEK293-RXFP1, relaxin-stimulated cAMP HTRF, 30 min; hits give low values | Relaxin receptor 1 (Homo sapiens), Q9HBX9;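 active means activity change of -60% or lower, but not beyond a set lower limit; inconclusive means change between -60% and -40%, or beyond the set limit; inactive means change above -40%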; further: on the % scale 0 is the no-effect control and ±100 the full control effect
Target sequence (Q9HBX9 whole entry, looked up): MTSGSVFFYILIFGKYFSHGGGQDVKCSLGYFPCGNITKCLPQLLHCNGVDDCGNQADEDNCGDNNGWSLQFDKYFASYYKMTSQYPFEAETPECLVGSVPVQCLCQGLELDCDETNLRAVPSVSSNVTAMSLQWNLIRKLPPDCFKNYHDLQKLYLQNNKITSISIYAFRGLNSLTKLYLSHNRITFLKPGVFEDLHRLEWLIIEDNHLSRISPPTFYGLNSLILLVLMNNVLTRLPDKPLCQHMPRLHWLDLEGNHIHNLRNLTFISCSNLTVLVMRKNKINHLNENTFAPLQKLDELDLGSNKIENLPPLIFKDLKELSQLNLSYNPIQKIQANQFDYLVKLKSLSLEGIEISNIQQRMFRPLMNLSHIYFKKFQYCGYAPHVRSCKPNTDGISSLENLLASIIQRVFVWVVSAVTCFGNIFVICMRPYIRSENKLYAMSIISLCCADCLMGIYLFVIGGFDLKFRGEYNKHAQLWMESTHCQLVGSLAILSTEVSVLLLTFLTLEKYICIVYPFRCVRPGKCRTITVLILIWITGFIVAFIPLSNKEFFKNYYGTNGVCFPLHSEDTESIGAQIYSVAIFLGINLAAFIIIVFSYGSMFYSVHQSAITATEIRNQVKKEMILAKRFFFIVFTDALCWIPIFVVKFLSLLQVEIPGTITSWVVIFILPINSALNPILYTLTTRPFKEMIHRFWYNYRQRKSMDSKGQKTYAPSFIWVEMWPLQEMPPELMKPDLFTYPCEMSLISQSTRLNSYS
D2 antag – HTS Assay for Allosteric Antagonists of the Human D2 Dopamine Receptor: Primary Screen for Antagonists; HEK293 TREx D2 cells, calcium flux, dopamine EC80; inhibition, % at 10 µM; actives 2% (n = 340,000); AID 485344, 2010; in the data active means inhibition above about 30%; further: 0% is about no effect
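Compounds are added to dye-loaded, induced HEK293 T-REx cells coupled to calcium release via D2; after a 3 min kinetic read an EC80 dopamine stimulus is given and fluorescence is recorded for 3 more min.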
Numbers without * were called inactive; ? = inconclusive; . = not tested or not shown. Unless noted, no stated cut-off is given here; in the data, active means activation above about 30%; inactive means the rest. Outcome played no part in choosing rows. Share with any hit: about 7.1%.

Results follow in this order: D2 antag	RXFP1 antagonist	D2 agonist	TRHR PAM	TRHR ag	D1 agonist	D2 potentiator	D1 PAM	D1 antagonist
- O=C(CNC(=O)c1ccc(F)cc1)N/N=C/c1cc(Br)ccc1OC(=O)/C=C/c1ccco1
 : 0	-13	1.0	2	-0.2	4	-5	-15	-45*
- COc1ccc(C2NC(=O)NC(C)=C2C(=O)Nc2cc(C)cc(C)c2)c(OC)c1 (centres undefined)
 : .	.	1.5	-5	-0.2	1	10	1	-2
- COC(=O)c1cccc(NC(=O)Cc2ccc(OC)cc2)c1C
 : 4	-6	-0.1	12	-0.6	0	-3	-2	-3
- O=C(Nc1ccc2oc(-c3cc(Br)ccc3Cl)nc2c1)c1ccc2ccccc2c1
 : .	-5	0.6	11	0.5	2	-1	4	9
- O=C(CN1C(=O)CSc2ccc(C(F)(F)F)cc21)Nc1ccccc1
 : -8	5	0.7	-3	3.0	30*	0	-3	-5
- CN(C)S(=O)(=O)c1cc(C(=O)NCCCn2ccc3ccccc32)ccc1Cl
 : .	-2	.	2	-0.6	8	.	-8	-14
- Cc1cccc(-n2c(N)cc(=O)nc2SCC(=O)Nc2nnc(C)s2)c1
 : 7	7	0.2	-4	0.5	-1	-4	2	5
- COc1c(/C=N/NC(=O)c2ccncc2)c(CCN(C)C(C)=O)cc2c1OCO2
 : -3	-24	0.2	6	0.2	2	-1	-1	17
- CC(=O)c1cc2c(cc1NC(=O)CN1CCOCC1)OCO2
 : -7	7	-1.6	8	-0.4	1	-4	-7	-8
- CCOC(=O)c1c(NC(=O)C(C)Sc2cn(CCNC(=O)c3c(F)cccc3F)c3ccccc23)sc2c1CCC2 (centres undefined)
 : .	.	0.4	0	1.2	-1	-4	-3	14
- COc1ccc(-c2c(-c3ccccc3OC)sc3ccccc23)cc1C=O
 : -7	.	-0.2	-3	-0.1	2	-4	3	.
- CN(C(=O)COC(=O)c1ccccc1OCc1ccc(F)cc1)C1CCS(=O)(=O)C1 (centres undefined)
 : -12	-1	0.0	12	0.5	-1	4	-6	-31*
- CS(=O)(=O)Nc1ccc(C2=NN(S(C)(=O)=O)C(c3ccc4c(c3)OCO4)C2)cc1 (centres undefined)
 : 29	18	1.1	-5	0.4	0	-7	-2	-8
- Cc1c(Cl)cccc1NC(=O)CCN1CCN(C)CC1
 : -4	0	-0.7	-4	0.3	3	7	-2	4
- CC(C)C(=O)NC(C)C(c1cccs1)N1CCN(c2ccccc2)CC1 (centres undefined)
 : -10	0	1.2	7	0.1	-1	17	-5	22

As a short view, 3 of the compounds above.
Results follow in this order: D2 antag	RXFP1 antagonist	D2 agonist	TRHR PAM	TRHR ag	D1 agonist	D2 potentiator	D1 PAM	D1 antagonist
- CS(=O)(=O)Nc1ccc(C2=NN(S(C)(=O)=O)C(c3ccc4c(c3)OCO4)C2)cc1 (centres undefined)
 : 29	18	1.1	-5	0.4	0	-7	-2	-8
- Cc1c(Cl)cccc1NC(=O)CCN1CCN(C)CC1
 : -4	0	-0.7	-4	0.3	3	7	-2	4
- CC(C)C(=O)NC(C)C(c1cccs1)N1CCN(c2ccccc2)CC1 (centres undefined)
 : -10	0	1.2	7	0.1	-1	17	-5	22

New compounds follow
Results follow in this order: D2 antag	RXFP1 antagonist	D2 agonist	TRHR PAM	TRHR ag	D1 agonist	D2 potentiator	D1 PAM	D1 antagonist
- S=C(c1ccc2c(c1)OCO2)N1CCOCC1
 : -7	-6	-0.7	-2	0.5	1	7	-4	-4
- CCOC(=O)CNC(=O)Nc1ccccc1C(=O)OC
 : 8	-1	0.5	-3	0.4	0	-11	-11	-26
- C=Cc1ccc(CSc2nc(-c3ccc(C)cc3)nc3c2Cc2c(CO)cnc(C)c2O3)cc1
 : .	-14	-0.3	0	0.1	1	2	3	-3
- Cn1nc(C(=O)Nc2sc3c(c2C#N)CCCC3)ccc1=O
 : -6	-4	0.0	1	0.0	0	-1	-1	-8
- Cc1c(C(=O)NNC(=S)NCc2ccc(Cl)cc2)oc2ccccc12
 : -3	?	1.9	2	0.7	16	-9	-2	0
- CCOc1ccc(N2CC(C(=O)NCCN3C(=O)S/C(=C/c4cccnc4)C3=O)CC2=O)cc1 (centres undefined)
 : 12	-11	0.6	18	0.2	2	10	-5	-1
- Cc1ccc(CCNC(=O)CN2C(=O)COc3ccccc32)cc1
 : 4	12	0.3	0	-0.4	1	3	1	2
- Nc1ccccc1Sc1ccccc1[N+](=O)[O-]
 : -19	-2	-0.2	-2	-0.7	3	0	-2	-13
- CC(CCc1ccccc1)NC(=O)c1ccc(-n2cncn2)c([N+](=O)[O-])c1 (centres undefined)
 : -20	8	-0.3	13	-0.3	6	-7	-11	3
- COc1cc(C(=O)NCC(=O)OCC(=O)c2ccc[nH]2)cc(OC)c1OC
 : 2	0	-0.4	-1	0.8	0	4	4	-9
- COc1ccc(CCNC(=O)[C@@H](NC(=O)N2CCn3c2nc2ccccc23)C(C)C)cc1OC
 : 17	-14	-1.3	-7	-0.3	0	-5	-11	-16
- Cc1ccc(C(C(=O)NC2CCCC2)N2CCc3ccccc32)cc1 (centres undefined)
 : 12	.	0.4	-2	0.3	0	3	.	0
- CCOc1ccc(N2CC(C(=O)N3CCCCC3)CC2=O)cc1 (centres undefined)
 : 7	-4	-2.9	7	-1.3	2	.	-2	-1
- COc1ccccc1Cc1nc2ccccc2nc1SCC(=O)Nc1c(C)cccc1C
 : .	.	0.7	2	0.9	-1	-13	3	5
- CCOc1ccc(Oc2ccc(C(F)(F)F)cc2NC(=O)C2=COCCO2)cc1
 : .	-12	.	1	0.7	0	.	1	6

Other entries:
Results follow in this order: D2 antag	RXFP1 antagonist	D2 agonist	TRHR PAM	TRHR ag	D1 agonist	D2 potentiator	D1 PAM	D1 antagonist
- CCOC(=O)C1CCN(C(=O)c2ccc(NC(=O)C3CCCO3)cc2)CC1 (centres undefined)
 : 17	-10	0.6	3	0.6	0	12	-5	-3
- Cc1ccc(Nc2nc(N)nc(CC#N)n2)cc1
 : 7	-17	0.3	0	1.3	4	11	-2	-10
- Cc1nnc(NC(=O)c2ccc(C)c(S(=O)(=O)N3CCOCC3)c2)s1
 : 2	-16	0.1	0	0.4	-1	11	1	-7
- CCOc1ccc(NC(=O)CSc2ncc3c(n2)-c2ccccc2N(C)S3(=O)=O)cc1
 : .	-7	.	9	-0.2	4	-1	-5	13
- COC(=O)CCC(=O)Nc1cc(OC)c(OC)cc1Cc1nccc2cc(OC)c(OC)cc12
 : -3	-9	0.2	4	0.9	1	-3	-4	-8
- O=C(c1ccc2c(c1)OCO2)n1nnc2ccccc21
 : 14	.	0.7	0	-0.1	1	-16	-6	12
- O=C(COS(=O)c1ccccc1)Nc1cc(Cl)ccc1N1CCOCC1 (centres undefined)
 : 2	8	-0.7	1	-1.8	4	-5	5	1
- Cc1ccc(CSCCNC(=O)CN(c2ccc(F)cc2)S(C)(=O)=O)cc1
 : -4	5	-0.8	-2	0.2	2	1	-4	15
- N#Cc1cc2c(nc1SCc1cccnc1)CCCCC2
 : -3	-6	1.7	-1	0.2	3	-4	-3	-12
- O=C(N/N=C/c1sc(N2CCOCC2)nc1-c1ccccc1)c1ccccc1F
 : -3	7	-0.9	-5	-0.6	2	-3	2	-6
- CCC(C)(C)NS(=O)(=O)c1cc(-c2cc(C)no2)ccc1C
 : .	-23	-0.5	-3	-0.2	1	-3	2	-5
- COc1ccccc1Cn1c(C)nc2ccccc21
 : -5	6	0.0	0	0.2	3	8	-4	0
- O=C(CN1CCN(S(=O)(=O)c2cccc(Br)c2)CC1)N1CCCCC1
 : 7	1	0.5	-4	0.0	7	0	1	1
- Cn1c(=O)c(C(=O)NCCc2ccccc2)c(O)c2ccccc21
 : 8	-8	0.6	11	-1.5	18	1	1	2
- CCCCOC(=O)CSc1nnc(-c2cc(OC)c(OC)c(OC)c2)o1
 : -11	11	-0.2	8	-1.0	4	2	-3	-6

(list continues)
Results follow in this order: D2 antag	RXFP1 antagonist	D2 agonist	TRHR PAM	TRHR ag	D1 agonist	D2 potentiator	D1 PAM	D1 antagonist
- CN(CC(=O)Nc1ccc(Cl)c(C(F)(F)F)c1)C(=O)CCCNC(=O)c1ccc(Cl)cc1
 : 6	1	0.1	-3	-1.5	1	9	-5	-14
- CC(C)OC(=O)c1cn(-c2ccccc2)nc1-c1ccc2c(c1)OCCO2
 : 7	-9	-0.2	2	0.8	11	-7	1	5
- CN(CC(=O)NCc1ccccc1)S(=O)(=O)c1ccc2c(c1)CCC(=O)N2
 : .	4	.	9	0.5	1	.	5	1
- COc1ccc(NC(=O)NC2CCCCCCC2)cc1
 : -7	-9	-0.2	0	0.6	9	-2	-3	-24
- Cc1cccc(N(CC(=O)NCC2CCCO2)C(=O)CCC(=O)Nc2nccs2)c1 (centres undefined)
 : 7	2	-2.0	0	0.6	1	-3	-5	-15
- Cc1cc(Nc2ccc(Cl)cc2)n(-c2ccccc2)n1
 : -13	-9	0.9	7	1.8	4	-6	-6	-3
- COc1ccc(NC(=O)C2CC(=O)OC2c2ccccc2)cc1 (centres undefined)
 : 2	-5	-0.6	0	0.1	1	9	-1	1
- Cn1nc(-c2ccc(N3CCOCC3)c(NS(=O)(=O)c3ccc(Cl)cc3)c2)c2ccccc2c1=O
 : -8	3	0.6	-8	2.0	1	9	-2	5
- CCOC(=O)c1cccc(NC(=O)c2cc(C)nn2-c2ccccc2)c1
 : 4	-9	-1.7	2	0.1	8	4	-6	-2
- Cc1nn2c3ccccc3n(CC(=O)c3cccs3)c2nc1=O
 : -15	1	-0.2	-2	-1.9	3	-1	0	-5
- CN1C[C@@H]2C(c3ccc(C(F)(F)F)cc3)C3(c4ccc(C#N)cc4)CC2(C3)[C@H]1c1ccccc1 (some centres undefined)
 : .	.	.	3	0.8	3	.	6	1
- Cc1cccc2c(=O)cc(C)n(CC(=O)N3CCCCC3)c12
 : 7	-31	0.3	9	1.3	1	-4	-1	-1
- COc1ccc(OC)c(C(c2nnnn2Cc2ccccc2)N2CCN(C3CCCCC3)CC2)c1 (centres undefined)
 : 0	-11	0.0	-6	0.9	7	-7	-1	-1
- Cc1cc(O)c2/c(=N\N)c(-c3csc(C)n3)coc2c1
 : -10	-13	-0.3	4	-0.5	0	20	-4	-19
- O=C(Nc1cc(=O)c2ccccc2o1)N1CCCCC1
 : 17	6	1.8	1	-0.4	4	9	1	3
- Cc1nc(/C(N)=N/OC(=O)c2ccc(Cl)cc2)c(C(F)(F)F)o1
 : 9	0	0.5	-5	-0.7	-1	-6	-1	-35*
- COc1cccc(-c2nc(SCc3ccc(C)cc3)n3[nH]c(=O)cc3n2)c1
 : .	.	0.5	-2	-0.7	9	6	-4	-12
